FBW7 activator = FBW7 E3 ligase activators, primary screen, biochemical, AlphaScreen, human; AID 1259310, 2017; 650,000 compounds, 0.13% hits; AlphaScreen FBW7–phospho-cyclin E peptide binding, activator screen; normalized activity (activation), % at 26.1 µM; in the data active means normalized activity above about 1.9%;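 further: purified mutant Fbw7 with reduced substrate affinity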
MITF primary = MITF inhibitors, primary screen, biochemical, AlphaScreen, human; inhibition, % at 2.6 µM; AlphaScreen MITF homodimerization, bead proximity signal; Microphthalmia-associated transcription factor (Homo sapiens), O75030; 650,000 compounds, 0.91% hits; in the data active means inhibition above about 50%;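 further: 0% = vehicle wells with protein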
Target sequence (O75030 whole entry, looked up): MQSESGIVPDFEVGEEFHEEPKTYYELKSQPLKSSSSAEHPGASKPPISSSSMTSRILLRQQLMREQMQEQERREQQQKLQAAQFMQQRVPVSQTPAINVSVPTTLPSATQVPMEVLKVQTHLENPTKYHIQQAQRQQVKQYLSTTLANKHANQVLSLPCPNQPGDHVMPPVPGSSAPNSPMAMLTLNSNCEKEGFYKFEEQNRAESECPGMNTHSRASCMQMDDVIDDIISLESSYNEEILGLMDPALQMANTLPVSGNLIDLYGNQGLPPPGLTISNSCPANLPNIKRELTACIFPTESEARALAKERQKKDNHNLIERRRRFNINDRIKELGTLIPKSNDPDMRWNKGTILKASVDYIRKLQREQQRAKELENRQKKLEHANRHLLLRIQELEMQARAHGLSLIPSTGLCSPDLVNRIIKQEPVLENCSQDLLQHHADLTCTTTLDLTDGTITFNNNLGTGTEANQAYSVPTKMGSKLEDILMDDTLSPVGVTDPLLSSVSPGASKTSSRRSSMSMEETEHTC
GPR151 activ = activators of human GPR151, primary screen, cell-based, PathHunter beta-arrestin, luminescence; G-protein coupled receptor 151 (Homo sapiens), Q8TDV0; PathHunter beta-arrestin GPR151 cells; AID 1508602, 2020; activation, % at 11.2 µM; 650,000 compounds, 1% hits; in the data active means activation above about 4.9%;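 further: 0% = median of compound wells and 100% = cells with positive control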
Target sequence (Q8TDV0 whole entry, looked up): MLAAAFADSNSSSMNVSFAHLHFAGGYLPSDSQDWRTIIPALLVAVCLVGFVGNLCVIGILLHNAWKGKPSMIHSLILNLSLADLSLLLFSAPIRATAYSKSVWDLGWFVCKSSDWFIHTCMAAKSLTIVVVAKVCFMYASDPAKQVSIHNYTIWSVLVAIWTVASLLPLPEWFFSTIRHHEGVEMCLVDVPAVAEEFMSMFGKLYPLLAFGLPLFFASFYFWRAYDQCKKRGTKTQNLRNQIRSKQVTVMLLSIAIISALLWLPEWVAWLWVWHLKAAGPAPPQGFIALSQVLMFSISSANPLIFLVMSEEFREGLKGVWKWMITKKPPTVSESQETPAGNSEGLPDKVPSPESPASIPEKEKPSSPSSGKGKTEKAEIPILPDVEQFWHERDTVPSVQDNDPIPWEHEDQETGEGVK
TEAD-YAP inh = TEAD-YAP interaction inhibition, primary screen, TEAD-YAP interaction inhibitor project, luminescence, HEK-TIYL cells | inhibition, % at 9.12 µM | 640,000 compounds, 1.4% hits | TEAD-Gal4/YAP UAS-luciferase luminescence; in the data active means inhibition above about 32%;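 further: 0% = median of test compound wells and 100% = reference inhibitor wells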
An asterisk follows results filed as active; / = no result given; & = joins results of further samples.

SMILES	FBW7 activator	MITF primary	GPR151 activ	TEAD-YAP inh
Cc1nc2nc(N)[nH]n2c(=O)c1Br	-0.1	-13	0.6	8
Cc1ccc(NC(=O)c2ccc(F)c(S(=O)(=O)N3CCCCC3C)c2)cc1F (centres undefined)	0.3	10	0.3	21
Cc1ccc(NC(=O)c2cc(Cl)ccc2NC(=O)c2ccccc2)cc1	0.0	-1	-0.2	9
COC(=O)C(C(=O)OC)C1CCCC(=O)C1 (centres undefined)	-0.1	-6	4.3	/
Cc1ccc(S(=O)(=O)C2CS(=O)(=O)CC2S(=O)(=O)c2ccc(C)cc2)cc1 (centres undefined)	0.1	-2	-1.1	0
CN(CCc1ccccn1)C(=O)CCNC(=O)Cn1cnc2ccccc2c1=O	0.1	-24	-1.3	-8
Cc1ccc2oc(=O)c3cnn(CC(=O)N4CCC5(CC4)OCCO5)c3c2c1	0.0	6	0.1	-3
Cc1nc2c(C(=O)NCCC3=CCCCC3)cnn2c(C)c1Cc1ccc(Cl)cc1	0.0	7	-0.6	-9
Cc1ccc2c(c1)CN(Cc1coc3ccccc3c1=O)CC(C)O2 (centres undefined)	0.2	-7	-1.1	4
CCOC(=O)CC(=O)CSc1nc2c(sc(=S)n2-c2cccc(OC)c2)c(=O)n1-c1ccc(F)cc1	0.1	4	1.1	-8
COC(=O)C1=C(C)NC(C)=C([N+](=O)[O-])C1c1ccccc1C(F)(F)F (centres undefined)	-0.1&-0.2	10&10	2.8&1.1	3
CC(C)COC(=O)N1CCC(C(=O)N(C)C(c2ccc(F)cc2)c2ccccn2)CC1 (centres undefined)	0.4	16	0.5	8
COCCn1c(SCC(=O)c2ccc(Cl)cc2)nc2c(c1=O)SC(C)C2 (centres undefined)	0.0	10	-0.1	0
COc1cc(NS(=O)(=O)c2ccc(NC(=O)c3ccccc3Br)cc2)nc(OC)n1	0.1	12	-0.2	5
CSc1ccc(-c2nc(CSCC(=O)NCC3CCCO3)c(C)o2)cc1 (centres undefined)	-0.4	-2	0.0	-3
CN(C)NC(=O)C(NC(=O)c1ccccc1)C12CC3CC(CC(C3)C1)C2 (centres undefined)	0.1	12	-2.2	1
Cc1cc(NC(=O)CSc2nc3ccccc3c(=O)n2-c2ccc3c(c2)OCO3)no1	-0.2	-2	0.0	6
CN(C)S(=O)(=O)c1cc([N+](=O)[O-])ccc1N/N=C/c1ccccc1	-0.1	5	0.1	9
Cc1ccc(C(O)(C(F)(F)F)C(F)(F)F)cc1NC(=O)C(F)(F)F	0.7	15	2.8	-12
CCN1C(=O)S/C(=C/c2cccs2)C1=O	0.2	-5	-0.2	-32
NC(=O)C1CCCN(C(=O)C(c2ccccc2)c2ccccc2)C1 (centres undefined)	0.2	-7	0.0	0
CC(O)CNc1nc2c(c(=O)n(C)c(=O)n2C)n1Cc1ccc(Cl)cc1 (centres undefined)	-0.1	-13	-0.2	-4
CC(=O)N(CN1C(=O)c2ccc(Br)cc2C1=O)c1ccc(Oc2ccccc2)cc1	0.1	6	1.9	-1
Cn1c2c(c(=O)n(C)c1=O)CN(CCc1ccco1)CN2	0.0	7	0.7	2
CCOc1ccc(NC(=O)c2sc3ncn(CC(=O)N4CCCCC4)c(=O)c3c2C)cc1	-0.1	9	-0.8	6
Cc1cccc(NC(=O)c2cc3cc(Br)ccc3o/c2=N\c2sc3c(c2C#N)CCCC3)c1	-0.1	3	-1.5	-2
CN1CCCN(c2cc(-c3ccc(OC4CCCCO4)cc3)ncn2)CC1 (centres undefined)	-0.3	21	-0.5	4
c1ccc2cc(OCCCCN3CCCC3)ccc2c1	0.1	20	-0.8	-43
O=C(Nc1cccc(I)c1)c1ccccc1[N+](=O)[O-]	-0.1	8	0.3	14
CCOc1ccc(-n2nc3ccc(NC(=O)c4ccc(Cl)cc4Cl)cc3n2)cc1	0.2	18	1.0	-1
O=C(Oc1c([N+](=O)[O-])cccc1[N+](=O)[O-])C1C2CCCCC21 (centres undefined)	-0.2	3	2.4	-4
O=C1c2ccccc2NC(c2cccc(O)c2)N1c1ccc(F)cc1 (centres undefined)	-0.1	-3	-0.5	-9
CSc1cccc(CN2CCC(n3nccc3NC(=O)Cc3ccccc3)CC2)c1	-0.1	-7	1.0	18
O=C1NC(=O)N(c2ccc(Cl)cc2)C(=O)/C1=C\c1ccc2c(c1)OCO2	-0.1	5	1.3	1
Nc1cc(-c2cccc(F)c2)nn1S(=O)(=O)c1cccc([N+](=O)[O-])c1	-0.2	0	0.4	6
COc1ccc(C2=N/C(=C\c3cccc(Br)c3)C(=O)O2)c(Cl)c1	0.0	-13	0.9	6
Cc1ccc2c(C)nc(N3CCCC(NCC4COc5ccccc5O4)CC3)nc2c1 (centres undefined)	1.9*	5	-0.5	-18
CCOc1ccc(-c2ccc(/C=C3\C(=O)NN(c4ccccc4)C3=O)o2)c([N+](=O)[O-])c1	0.1	5	-0.5	-1
O=C(O)COc1ccc(N2C(=O)c3ccc(Oc4cccc([N+](=O)[O-])c4)cc3C2=O)cc1	-0.2	-8	-0.9	4
CC(C)[C@H](NC(=O)OCc1ccccc1)C(=O)OCC(=O)NCC1CCCCC1	0.2	-8	-0.7	8
CCC(Sc1nc2ccccc2c(=O)n1CC1CCC(C(=O)NCc2ccccc2)CC1)C(=O)NCc1cccnc1 (centres undefined)	-0.1	0	0.4	-1
COC(=O)[C@@H]1C[C@H](NC(=O)c2cccnc2)CN1Cc1cc(C)ccc1C	-0.1	-10	-0.6	3
COc1ccc(C)cc1NC(=O)Cn1nc(C)cc1C(=O)N1CCOCC1	0.3	13	0.5	6
CS(=O)(=O)c1ccc2nc(NC(=O)COc3ccc(Cl)cc3Cl)sc2c1	-0.1	74*	-0.7	-1
COC1CCN(C(=O)CC2C(=O)NCCN2Cc2ccc(Cl)c(F)c2)CC1 (centres undefined)	0.0	-1	1.7	2
O=C(c1ccccc1)c1cc2c(cc1Cl)OCCO2	-0.1	0	1.5	0
O=C(Nc1nc(-c2ccc(I)cc2)cs1)c1ccc([N+](=O)[O-])o1	0.0	-2	4.5	22
O=C(c1ccc(-c2ccccc2)cc1)N1CCN(C2CCCCCC2)CC1	-0.1	45	0.4	-8
O=S(=O)(Nc1nc2ccccc2nc1N1CCOCC1)c1ccc(Br)cc1	0.0	4	0.8	4
CC(Sc1nc2ccccc2c(=O)[nH]1)C(=O)Nc1ccccc1F (centres undefined)	0.0	-1	-0.1	-6
COc1ccc(CC(=O)NC2CCN(Cc3nnnn3C(C)(C)C)CC2)cc1OC	0.5	8	0.0	-9
O=C(Nc1cc(Cl)cc(Cl)c1)c1cnn2cccnc12	0.0	-17	-0.9	-12
CCCCSCC(O)CSc1nc(-c2ccccc2)cc(-c2ccc(C)cc2)c1C#N (centres undefined)	0.0	2	2.3	4
O=C(N/C=C/c1ccco1)NCc1ccc(Cl)cc1	0.3	5	-0.5	3
COC(=O)c1ccc[n+](CC(=O)c2ccc(Br)cc2)c1	0.5	0	6.2*	-1
CCOc1ccc(C(=O)N2CCC(n3c(C)nc4cc(F)ccc43)CC2)cc1	0.0	22	0.0	2
Cc1cc(=O)c(C(=O)OCC(=O)N2CCCC2=O)nn1-c1ccc(Cl)cc1	-0.1	5	1.8	-9
O=C(O)/C=C/c1cccc(-c2cnn3c(NCC4CC4)ccnc23)c1	0.0	-18	-1.0	3
O=C(N[C@H]1CCCCNC1=O)c1ccc(N2CCC(NCc3ccccn3)CC2)cc1	0.0	26	-0.6	-13
CCCCOc1ccc2c(C)c(CC(=O)OC)c(=O)oc2c1	0.8	8	-1.6	-21
Later entries
SMILES	FBW7 activator	MITF primary	GPR151 activ	TEAD-YAP inh
O=C(CCc1ccccc1)Nc1nnc(Cc2ccc(Cl)c(Cl)c2)s1	0.1	-10	-1.5	-6
COc1cccc(C(=O)NCC(=O)N=Nc2c(O)[nH]c3ccccc23)c1	0.0	2	-0.6	-7
O=C(c1cc2ccccc2oc1=O)N(Cc1cccc(F)c1)Cc1ccco1	0.2	14	-0.2	-18
COc1cc(CC(=O)N2C3CCC2CC(c2ccc(F)cc2)C3)ccc1O (centres undefined)	0.2	9	0.2	3
Cc1ccc(N2C(=O)CSC2c2cc3c(cc2Br)OCO3)cc1 (centres undefined)	0.0	2	0.4	-8
O=C(Nc1nnc(C2=COCCO2)o1)c1cc2ccccc2oc1=O	0.1	-2	2.4	-1
CCOc1ccccc1OCc1nn2c(COc3ccccc3)nnc2s1	-0.2	2	-0.5	5
Cn1c(SCC(=O)Nc2ccccc2Cl)nnc1-c1cccnc1	-0.1	-9	0.1	6
CCN(CC)S(=O)(=O)c1cccc(S(=O)(=O)N2CCCC2)c1	0.1	7	0.1	-23
C1CCC(Nc2nc3nonc3nc2N2CCC(N3CCCC3)CC2)C1	-0.1	4	1.7	-3
O=C(CCl)Nc1ccc([N+](=O)[O-])cc1C(F)(F)F	0.1	33	-0.7	18
COCCNc1nc2ccccn2c(=O)c1/C=C1\SC(=S)N(C2CCCCC2)C1=O	0.0	-3	-1.2	-4
CCCCCCCCCCCCCc1ccco1	0.0	-9	7.1*	6
CC(C)C1=CC(=Nc2nccs2)C=C(C(C)C)C1=O	-0.3	12	0.8	8
CN(C)c1ccc(C=Nc2ccc(C#N)cc2)cc1	-0.1	-3	-0.4	-6
CCCCOC(=O)Nc1ccc(Cl)cc1	-0.3	7	-0.8	-58
CC(O)C(=O)N/N=C/c1cccc(Cl)c1Cl (centres undefined)	0.4	5	-0.1	-15
CC(CNC(=O)c1ccc(Br)cc1)CN(C)C (centres undefined)	-0.1	-20	-0.9	-7
Cc1cc(-c2[nH]nc3c2C(c2ccsc2)C(C#N)=C(N)O3)c(C)s1 (centres undefined)	-0.2	16	-1.2	0
O=C1c2ccccc2S(=O)(=O)N1Cc1ccccc1	0.2	4	0.7	-2
CN1CC(=O)NC1=NC(=O)c1nn(C23CC4CC(CC(C4)C2)C3)cc1[N+](=O)[O-]	0.0	0	-0.8	-8
N#CC1=C(N)N(c2cccc([N+](=O)[O-])c2)C2=C(C(=O)CCC2)C1c1cccnc1 (centres undefined)	0.1	3	0.2	-1
O=C(NCc1ccc(F)cc1)c1ccc(=O)[nH]c1	-0.2	-5	-0.8	-3
CCOC(=O)c1c(NC(=O)c2cc([N+](=O)[O-])nn2Cc2ccccc2)sc2c1CCCC2	-0.1	4	-0.7	-5
O=C(Cc1ccc(F)cc1)NCCn1ccc2ccccc21	0.1	-8	-0.2	3
COc1cc(NC(=O)c2ccc(N3CC4CC(C3)c3cccc(=O)n3C4)c(NC(=O)c3ccc(Br)o3)c2)cc(OC)c1OC (centres undefined)	-0.1	0	4.0	-1
Cc1cccc(-n2nc3c(c2NC(=O)c2ccc(F)cc2)CSC3)c1C	-0.1	-5	2.2	-5
Cc1cccc(OCC(=O)Nc2ccccc2CO)c1	0.2	11	-0.3	-28
Cc1cccc(C(=O)Nc2ccc3nc(N4CCCCC4)cc(C)c3c2)c1	-0.1	-8	5.8*	-7

Structures shown so far containing a nitro group on carbon, in the order listed:
SMILES	FBW7 activator	MITF primary	GPR151 activ	TEAD-YAP inh
COC(=O)C1=C(C)NC(C)=C([N+](=O)[O-])C1c1ccccc1C(F)(F)F (centres undefined)	-0.1&-0.2	10&10	2.8&1.1	3
CN(C)S(=O)(=O)c1cc([N+](=O)[O-])ccc1N/N=C/c1ccccc1	-0.1	5	0.1	9
O=C(Nc1cccc(I)c1)c1ccccc1[N+](=O)[O-]	-0.1	8	0.3	14
O=C(Oc1c([N+](=O)[O-])cccc1[N+](=O)[O-])C1C2CCCCC21 (centres undefined)	-0.2	3	2.4	-4
Nc1cc(-c2cccc(F)c2)nn1S(=O)(=O)c1cccc([N+](=O)[O-])c1	-0.2	0	0.4	6
CCOc1ccc(-c2ccc(/C=C3\C(=O)NN(c4ccccc4)C3=O)o2)c([N+](=O)[O-])c1	0.1	5	-0.5	-1
O=C(O)COc1ccc(N2C(=O)c3ccc(Oc4cccc([N+](=O)[O-])c4)cc3C2=O)cc1	-0.2	-8	-0.9	4
O=C(Nc1nc(-c2ccc(I)cc2)cs1)c1ccc([N+](=O)[O-])o1	0.0	-2	4.5	22
O=C(CCl)Nc1ccc([N+](=O)[O-])cc1C(F)(F)F	0.1	33	-0.7	18
CN1CC(=O)NC1=NC(=O)c1nn(C23CC4CC(CC(C4)C2)C3)cc1[N+](=O)[O-]	0.0	0	-0.8	-8
N#CC1=C(N)N(c2cccc([N+](=O)[O-])c2)C2=C(C(=O)CCC2)C1c1cccnc1 (centres undefined)	0.1	3	0.2	-1
CCOC(=O)c1c(NC(=O)c2cc([N+](=O)[O-])nn2Cc2ccccc2)sc2c1CCCC2	-0.1	4	-0.7	-5

Screening results from PubChem.
